# From PubChem
# D1 potentiator: Potentiators of Human D1 Dopamine Receptor: qHTS. 360,000 compounds, 0.036% hits. HEK293 TREx D1 cells, calcium flux, dopamine EC20 potentiation. potentiation, % at 10 µM; in the data active means potentiation above about 30%; further: 0% is about no effect
# Target sequence (P21728 whole entry, looked up): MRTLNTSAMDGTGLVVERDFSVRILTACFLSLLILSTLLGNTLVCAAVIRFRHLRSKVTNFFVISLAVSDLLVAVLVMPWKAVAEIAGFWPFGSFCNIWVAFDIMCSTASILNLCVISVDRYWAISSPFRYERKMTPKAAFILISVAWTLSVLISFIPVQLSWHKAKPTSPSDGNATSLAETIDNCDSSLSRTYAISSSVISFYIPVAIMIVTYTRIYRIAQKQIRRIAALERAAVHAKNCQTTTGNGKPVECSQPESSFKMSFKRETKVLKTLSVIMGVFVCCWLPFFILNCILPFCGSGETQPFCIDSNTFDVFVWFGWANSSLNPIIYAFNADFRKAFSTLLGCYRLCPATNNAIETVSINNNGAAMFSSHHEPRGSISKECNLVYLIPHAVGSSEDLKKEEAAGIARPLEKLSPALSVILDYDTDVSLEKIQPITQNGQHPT
# D1 antag: Antagonist of Human D 1 Dopamine Receptor: qHTS; D(1A) dopamine receptor (Homo sapiens), P21728; HEK293 TREx D1 cells, calcium flux, dopamine EC80; active compounds read low; activity change, negative = inhibition, % at 10 µM; 360,000 compounds, 3.2% hits; in the data active means activity change below about -30%; further: on the % scale 0 is the no-effect control and ±100 the full control effect
#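 Inducible Hek293 Trex D1 cells (tetracycline, overnight, 30 C). Calcium dye 30–90 min RT. Antagonist mode: EC80 dopamine added after 180 s compound read.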
# Vif-A3F inh: qHTS for Inhibitors of Vif-A3F Interactions: qHTS; HeLa A3F-eYFP + Vif (tagged APOBEC3F with the HIV-1 protein that degrades it), YFP fluorescence increase; Potency, µM (series often up to 46.1 µM), for inactives: at the highest dose activity, negative = active; 390,000 compounds, 0.2% hits; further: potency means the concentration at half of the fitted maximal effect; % of control where 0% means no effect; nearly all actives have a fitted effect of over 65% in size
#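 HeLa cells stably expressing A3F-eYFP plus Vif, plated and incubated overnight at 37 deg C, then exposed to compounds overnight at 37 deg C. Blocked degradation read as raised yellow fluorescence (Ex 488/Em 500-530).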
# RXFP1 antag: qHTS Assay for Antagonists of the Relaxin Receptor RXFP1; HEK293-RXFP1, relaxin-stimulated cAMP HTRF, 30 min; active compounds read low; activity change, negative = inhibition, % at 57.5 µM; 350,000 compounds, 0.59% hits; AID 1259400, 2018;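 active means activity change of -60% or lower, but not beyond a set lower limit; inconclusive means change between -60% and -40%, or beyond the set limit; inactive means change above -40%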; further: on the % scale 0 is the no-effect control and ±100 the full control effect
# GRP78 ERSR act: qHTS for Inducers of the Endoplasmic Reticulum Stress Response (ERSR) in Human Glioma: qHTS; U87-MG GRP78 promoter luciferase reporter, 16 h; Potency, µM, without a hit: at the highest dose activation, most hits filed as activators; 420,000 compounds, 0.02% hits; AID 602332, 2012; further: potency means the concentration at half of the fitted maximal effect; series mostly up to about 76 µM; % of control where 0% means no effect; nearly all actives have a fitted effect of over 35% in size
#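 Stably transfected U87-MG human glioma cells carrying a GRP78-based luminescent sensor were seeded at 1000 cells/well, pin-dosed with compounds and incubated 16 h. Luciferase reagent was then added, and end-point luminescence was read after 10 min at room temperature.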
# Vif-APOBEC3G blk: qHTS for Inhibitors of Vif-A3G Interactions: qHTS; 410,000 compounds, 0.076% hits; AID 602310, 2012; DNA dC->dU-editing enzyme APOBEC-3G (Homo sapiens), Q9HC16; HeLa A3G-eYFP + Vif (tagged APOBEC3G with the HIV-1 protein that degrades it), YFP fluorescence, overnight; Potency, µM (top dose mostly 46.1 µM), inactives show top-dose activity, negative = active, hits mostly inhibitors;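 further: potency means the concentration at half of the fitted maximal effect; on the % scale 0 is the no-effect control and ±100 the full control effect; nearly all actives have a fitted effect of over 60% in size; hits raise eYFP signal because A3G escapes Vif-driven loss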
# Target sequence (Q9HC16 whole entry, looked up): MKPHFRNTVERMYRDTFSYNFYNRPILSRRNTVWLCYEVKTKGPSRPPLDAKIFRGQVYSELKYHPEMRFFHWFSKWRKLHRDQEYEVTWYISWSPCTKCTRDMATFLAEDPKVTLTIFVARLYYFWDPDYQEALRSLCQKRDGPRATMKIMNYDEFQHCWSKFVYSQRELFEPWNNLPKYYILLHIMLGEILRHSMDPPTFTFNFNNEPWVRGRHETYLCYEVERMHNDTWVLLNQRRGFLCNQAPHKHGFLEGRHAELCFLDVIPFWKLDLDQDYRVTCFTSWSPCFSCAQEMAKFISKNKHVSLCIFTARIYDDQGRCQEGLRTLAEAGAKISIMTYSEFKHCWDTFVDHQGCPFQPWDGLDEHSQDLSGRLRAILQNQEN
#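 HeLa cells stably expressing Vif and C-terminally eYFP-tagged A3G, seeded overnight at 37 deg C, then exposed to compound by pintool overnight at 37 deg C. Rise in yellow fluorescence (Ex 488/Em 500-530, Acumen) marks blocked Vif-driven A3G degradation.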
# D1 agonist: Allosteric Agonists of the Human D1 Dopamine Receptor: qHTS | activation, % at 2 µM | HEK293 T-REx D1 cells, calcium flux, agonist mode | D(1A) dopamine receptor (Homo sapiens), P21728 | AID 504660, 2011 | 360,000 compounds, 1% hits; in the data active means activation above about 30%; further: 0% is about no effect
#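 Inducible HEK293 T-REx D1 cells, force-coupled to calcium signalling, were plated at 4000 cells/well with tetracycline and held overnight at 30 C. After no-wash calcium dye loading, compound-evoked calcium rise over 180 s flagged agonists.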
# RXFP1 agonist: qHTS Assay for Agonists of the Relaxin Receptor RXFP1; Relaxin receptor 1 (Homo sapiens), Q9HBX9; HEK293T-RXFP1 cAMP TR-FRET, 30 min; response scale: percent of porcine relaxin response, buffer zero; Potency, µM (highest dose often 57.5 µM), inactives show at the highest dose activation, most hits filed as activators; 370,000 compounds, 0.3% hits; AID 2676, 2010; further: potency means the concentration at half of the fitted maximal effect; on the % scale 0 is the no-effect control and ±100 the full control effect; nearly all actives have a fitted effect of over 60% in size; many of its hits are not listed in these tables
#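 cAMP rise read by TR-FRET after 30 min, 37C compound exposure (up to 58 uM) in RXFP1-transfected HEK293 cells with Ro 20174 present. EC50 from Hill-equation fits, with 29 nM porcine relaxin as 100% and buffer as basal.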
# D2 PAM: HTS Assay for Positive Allosteric Modulators of the Human D2 Dopamine Receptor: Primary Screen for Potentiators; potentiation, % at 10 µM; HEK293 T-REx D2, calcium flux, EC20 dopamine potentiation; AID 485347, 2010; 340,000 compounds, 0.34% hits; D(2) dopamine receptor (Homo sapiens), P14416;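 active means potentiation over 3 SD above the plate norm, cut at about 30% in these data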; further: 0% is about no effect
#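 Cells plated with tetracycline inducer and held overnight at 30 C; calcium dye loaded 30–90 min at room temperature; baseline taken, compound added and read 180 s; EC20 dopamine then added and read 180 s.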
# Active calls of the source: *; ? = inconclusive; . = not tested or not shown. Unless noted, the call rests on the fitted dose curve; in most records, active means well fitted curve in the direction sought with a large enough effect; inconclusive means small, poorly fitted or top-dose-only effect, or another doubt; inactive means no such curve, though single readings can be large; an effect the other way counts as inactive or inconclusive. Not all compounds are listed; the hit share may differ from the screen's.
# Start of the data: the first 7 compounds as a preview:
mol	D1 potentiator	D1 antag	Vif-A3F inh	RXFP1 antag	GRP78 ERSR act	Vif-APOBEC3G blk	D1 agonist	RXFP1 agonist	D2 PAM
CCOCc1nc(N)nc(N)c1-c1cccc(Cl)c1	.	.	-5%	-5	-6%	0%	.	.	.
CC(NS(=O)(=O)c1ccc(Cl)cc1)C(=O)NCc1ccco1 (configuration not stated)	3	-6	-7%	4	-2%	-6%	0	0.6%	6
CN(C(=O)COC(=O)c1cc(NS(=O)(=O)c2cc([N+](=O)[O-])ccc2Cl)ccc1O)C1CCCCC1	-6	-27	1%	-24	-4%	-3%	1	0.8%	-20
O=C1/C(=C/c2ccc(F)cc2)SC(=S)N1NS(=O)(=O)c1ccccc1	-1	-5	-20%	-39	0%	-19%	0	0.6%	10
Cc1ccc(C)c(NC(=O)Cn2c(=O)n(Cc3ccc4c(c3)OCO4)c(=O)c3oc4ccccc4c32)c1	-3	-2	-6%	2	-2%	3%	1	1.6%	2
COc1ccc(-c2cc(C(F)F)n3ncc(C(=O)N4CCCc5ccccc54)c3n2)cc1	-6	0	-8%	2	6%	-1%	3	2.4%	5
COCCNC(=O)COc1cccc(Oc2ccccc2)c1	-1	-12	-2%	0	2%	-2%	7	1.9%	.

# This part in full, previewed entries included:
mol	D1 potentiator	D1 antag	Vif-A3F inh	RXFP1 antag	GRP78 ERSR act	Vif-APOBEC3G blk	D1 agonist	RXFP1 agonist	D2 PAM
CCOCc1nc(N)nc(N)c1-c1cccc(Cl)c1	.	.	-5%	-5	-6%	0%	.	.	.
CC(NS(=O)(=O)c1ccc(Cl)cc1)C(=O)NCc1ccco1 (configuration not stated)	3	-6	-7%	4	-2%	-6%	0	0.6%	6
CN(C(=O)COC(=O)c1cc(NS(=O)(=O)c2cc([N+](=O)[O-])ccc2Cl)ccc1O)C1CCCCC1	-6	-27	1%	-24	-4%	-3%	1	0.8%	-20
O=C1/C(=C/c2ccc(F)cc2)SC(=S)N1NS(=O)(=O)c1ccccc1	-1	-5	-20%	-39	0%	-19%	0	0.6%	10
Cc1ccc(C)c(NC(=O)Cn2c(=O)n(Cc3ccc4c(c3)OCO4)c(=O)c3oc4ccccc4c32)c1	-3	-2	-6%	2	-2%	3%	1	1.6%	2
COc1ccc(-c2cc(C(F)F)n3ncc(C(=O)N4CCCc5ccccc54)c3n2)cc1	-6	0	-8%	2	6%	-1%	3	2.4%	5
COCCNC(=O)COc1cccc(Oc2ccccc2)c1	-1	-12	-2%	0	2%	-2%	7	1.9%	.
CC(C(=O)N1CCN(Cc2ccc3c(c2)OCO3)CC1)c1ccc([N+](=O)[O-])cc1 (configuration not stated)	-1	-1	-2%	-19	1%	-2%	18	1.7%	-3
O=C(Nc1ccc(CN2CCCCC2)cc1)c1c(F)c(F)c(F)c(F)c1F	3	-15	8%	14	-6%	-2%	1	3.3%	-10
C=CCn1c(Cn2nnc3ccccc32)nnc1SCC(=O)N/N=C/c1cc(Br)cc(OC)c1O	-5	-8	-10%	-9	-4%	3%	3	0.6%	0
COc1ccc(NC(=O)CCn2c(=O)c3cccn3c3ccccc32)cc1	7	4	1%	-33	8%	2%	1	-2.0%	-16
O=C(Nc1ccc2c(c1)CCC2)C1CCN(c2ncccn2)CC1	-7	-19	-7%	-4	2%	-3%	2	3.0%	-11
COc1ccc(C(=O)OCC(=O)c2ccc(C)c(S(=O)(=O)N3CCOCC3)c2)cc1OC	-10	-20	-1%	8	-2%	2%	21	-0.8%	-7
Cc1cn2c(=O)cc(COc3ccccc3NC(=O)c3ccc(C(C)(C)C)cc3)nc2s1	0	2	0%	.	-2%	0%	2	1.5%	-4
O=C(NCc1ccccc1CN1CCCC1)C1CCN(C(=O)c2ccc(Cl)cc2)CC1	.	.	-4%	-7	-8%	1%	.	.	.
Cc1nnc2sc(-c3ccc(N(C)C)cc3)nn2c1=O	-4	0	6%	0	-8%	-2%	2	13%	-6
O=c1c(N2CCOCC2)nsn1Cc1ccccc1	4	0	-2%	-2	2%	0%	4	0.3%	1
O=C(O)Cc1ccc(S(=O)(=O)N2CCCC2)s1	.	.	13%	-2	-5%	1%	.	.	.
COc1ccccc1C1CCCN1Cc1nc(-c2ccc(C)s2)oc1C (configuration not stated)	-1	13	0%	-65*	-3%	-15%	2	0.2%	-5
C[C@H]1CCCCO[C@H](CN(C)C(=O)Nc2ccc(F)cc2)[C@@H](C)CN([C@@H](C)CO)C(=O)c2cc(NC(=O)Nc3ccc4c(c3)OCO4)ccc2O1	.	.	5%	-7	9%	0%	.	.	.
COc1ccc(-c2nn(C)c(=O)c3ccccc23)cc1NC(=O)COc1ccc(C)cc1	-5	-19	-9%	-3	-3%	1%	1	3.4%	4
CCCOc1ccc(-c2nonc2NC(=O)c2oc3ccc(C)cc3c2C)cc1OCCC	-3	-2	5%	-6	-2%	0%	3	1.3%	3
O=C(Cn1ncc2c3ccccc3n(Cc3ccccc3)c2c1=O)NCc1ccco1	1	6	-1%	-3	-6%	0%	5	1.3%	0
COc1cccc(CNC(=O)c2cnc(N3CCCCC3)c3ccccc23)c1	-4	-8	5%	?	-1%	1%	0	25%	4
O=C(CSc1nnc(-c2ccncc2)n1Cc1ccccc1)NC1CCCc2ccccc21 (configuration not stated)	2	9	-10%	-7	-6%	-7%	1	-1.8%	18
Cc1cccc(C(=O)N2CCc3ccccc3C2)c1[N+](=O)[O-]	5	-2	13%	1	0%	2%	1	0.5%	-5
COC(=O)c1nn(C23CC4CC(CC(C4)C2)C3)c2c1C(=O)N(c1ccc(Br)cc1)C2=O	-4	2	7%	4	-1%	2%	1	2.4%	8
COc1cc(/C=N\NC(=O)c2ccc(Cl)cc2)ccc1Oc1ccc([N+](=O)[O-])cn1	-13	-11	-10%	-18	-4%	3%	1	2.1%	-3
CCOC(=O)c1cc(-c2sc(NC(=O)c3ccccc3)nc2C)n(-c2ccc(Br)cc2)n1	.	.	3%	-9	-4%	-8%	.	.	.
Cc1cc(C)nc(SCCn2c(N3CC(C)OC(C)C3)nc3c2c(=O)n(C)c(=O)n3C)n1 (configuration not stated)	2	-4	-11%	-24	-3%	0%	0	-0.6%	-1
COc1ccc(N2CC(C(=O)Nc3ccccc3-c3nc(-c4ccc(C)cc4)no3)CC2=O)cc1 (configuration not stated)	0	-3	-8%	0	-1%	4%	2	0.3%	1
Cc1cc(C)cc(NC(=O)C2CCCN(c3nc(C)cc(C)n3)C2)c1 (configuration not stated)	-6	-16	1%	-10	-1%	-8%	2	2.5%	-4
Cc1cc(C)cc(NC(=O)CSc2nncn2-c2ccccn2)c1	-2	-1	2%	?	-3%	-6%	1	-2.3%	1
COc1ccc(CN(C)C(=O)c2ccncc2)c(OC)c1	-4	-21	0%	-2	-4%	-1%	3	2.3%	-7
CCOC(=O)C1=C(C)NC2=C(C(=O)CC(C)(C)C2)C1c1ccc(O)c(OCC)c1 (configuration not stated)	-4	-10	7%	-2	-5%	-5%	2	8.4%	-2
O=C(N/N=C/c1ccccc1[N+](=O)[O-])c1ccncc1	-3	13	2%	3	5%	-3%	1	4.7%	-13
CCOC(=O)C1CCCN(S(=O)(=O)c2cccc3nsnc23)C1 (configuration not stated)	-1	-15	-4%	-3	5%	0%	2	-0.3%	-6
O=C(c1cccs1)N1CCCC(c2nc3c(nnn3Cc3cccc(Cl)c3)c(=O)[nH]2)C1 (configuration not stated)	-13	14	-5%	-2	-6%	-10%	0	1.8%	.
O=C(O)CCC(NC(=O)C(Cc1ccc2c(c1)OCO2)NC(=O)c1ccccc1)C(=O)O (configuration not stated)	-4	-9	.	.	.	.	1	0.9%	8
Cc1ccc(S(=O)(=O)NNC(=O)c2cnn(-c3ccccc3)c2-n2cccc2)cc1	-4	2	3%	5	-17%	-2%	-1	0.7%	0
CS(=O)(=O)c1ccc(C(=O)OCc2nnc(-c3ccccc3)o2)cc1[N+](=O)[O-]	-12	-24	-4%	-16	-18%	-29%	0	2.3%	3
CCc1ccc(OCCCCCn2ccnc2)cc1	-8	-22	-1%	-2	0%	5%	12	0.6%	-7
O=C(/C=C/Nc1ccc(F)cc1F)c1cccs1	-9	-5	-1%	-10	-12%	-9%	9	0.9%	-12
Cc1cc(SCc2ccc(F)cc2)nc(=O)[nH]1	-5	6	-2%	8	-3%	0%	3	1.9%	1
O=c1cc(-c2ccc(O)cc2)oc2c1ccc1ccccc12	-6	1	?	5	0%	-13%	1	2.4%	-2
Cc1ccc(CN2C(=O)CCC2C(=O)NCCCN2CCCCC2C)cc1 (configuration not stated)	-1	-5	0%	-9	-1%	-11%	1	-0.6%	6
CCN(C(=O)CSc1nnc(-c2ccc(OC)cc2)n1C(C)C)C1CCS(=O)(=O)C1 (configuration not stated)	.	.	4%	-7	-2%	0%	.	.	.
Cc1cc(C)cc(Nc2ccc(C(=O)O)cc2N)c1	-3	18	-3%	-20	7%	-5%	0	1.3%	0
CCn1cc(C(=O)N2CCn3c(nc4ccccc43)C2)c(=O)c2ccc(C)nc21	1	-10	5%	.	-2%	1%	5	1.1%	-4
